UTI89 phage lysis: inhibition of K1F phage lysis, E. coli UTI89, bacterial capsule biogenesis inhibitors, alamar blue (AID 488966); E. coli UTI89 K1F phage lysis, alamar blue, 2 h; higher % means a stronger effect; one-dose inhibition, % at 100 µM; IC50 in µM for titrated hits; 340,000 compounds, 0.02% hits;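 active = phage lysis inhibition, versus mean bacterial control, above a set limit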;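 also: capsule biogenesis inhibitors block K1F phage lysis so surviving cells raise fluorescence; higher fluorescence means more inhibition of phage lysis; actives were called in the ten point dose series up to 300 µM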
P. falciparum M17LAP: P. falciparum M17LAP inhibitors, primary screen, biochemical, fluorogenic H-Leu-NHMec substrate, 1536-well (AID 1619) | recombinant M17LAP, H-Leu-NHMec fluorogenic kinetic assay; higher % means a stronger effect | inhibition, % at 30 µM, or IC50 in µM where a hit was titrated | 220,000 compounds, 0.38% hits;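 active = compound inhibiting the enzyme by more than half at any dose during confirmatory dose-response retesting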;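 also: plate controls were full reaction with DMSO carrier for no effect and no enzyme background for full effect; strong numbers were not always called active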
CSM14.1 death rescue: rescue of cells from ER stress-induced death, primary screen, 384-well, CSM14.1, thapsigargin, ATP luminescence (AID 1222). 190,000 tested, under 10 active. CSM14.1 thapsigargin-induced death rescue, ATP luminescence; higher % means a stronger effect. cellular ATP content (survival), % at 20 µM; hits with a dose series show EC50 in µM;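 active = EC50 below 50 µM in the dose-response confirmation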;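 also: death triggered by thapsigargin at about 15 µM added after 2 h compound pretreatment; cell ATP read after overnight thapsigargin exposure of roughly 18 to 22 hours; normalized against plate controls of thapsigargin alone and 5% DMSO vehicle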
bCat nuc transl: beta-catenin nuclear translocation modulation; AID 1665; HeLa beta-catenin nuclear translocation, immunofluorescence imaging; nuclear translocation activity, % at 5 µM; 190,000 compounds, 0.3% hits;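 active = nuclear translocation activity above 50% at 5 µM, with a well cell count of 50 or more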;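 also: per-cell ratio of nuclear to cytoplasmic median beta-catenin stain intensity; plate controls were DMSO negative control for no effect and GSK-3 inhibitor IX positive control for full effect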
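Test system: human HeLa cells, endogenous beta-catenin. Times: 24 h compound exposure, 37°C. Measured by: beta-catenin immunofluorescence imaging with DAPI.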
Insulin prom up: MIN6 insulin promoter up-regulation | AID 1625 | MIN6 insulin promoter-GFP reporter, high-content imaging; hits give high values | z-score at 5 µM | 190,000 compounds, 0.3% hits;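 active = z-score above 3 at 5 µM with at least 500 cells counted in the well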
MT stabilizer: microtubule stabilizers in HeLa cells; HeLa tubulin immunostaining HCS, 24 h; share of cells brighter than vehicle mean+2SD; % tubulin-high responders, % at 10 µM; 200,000 compounds, 0.83% hits; AID 2205;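 active = plate Z-score above 3 for both tubulin-high and condensed-nucleus cell shares, with cell loss under 80%, at 10 µM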;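 also: anti alpha tubulin signal scored within the nucleus-defined area of each cell; some results filed as inactive read as strong as hits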
Dynein cargo inh: blocks dynein driven cargo transport along microtubules; 3617.4 mouse cells, GR-EGFP nuclear translocation imaging; test concentration mostly 20 µM; stimulated with dexamethasone, 1 µM; hits give low values; z-score, hits read low; 220,000 compounds, 0.47% hits;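 active = plate z-score of nuclear minus cytoplasmic receptor signal below a set negative limit, without overly bright fluorescence or cell loss, cut at about -3.5 in these data, passing the limit was not always enough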;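 also: z-score of nuclear minus cytoplasmic ring GR-EGFP intensity difference per well; some compounds called inactive have numbers as strong as hits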
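Buffer or medium: tet-free, stripped-serum medium; Also added: dexamethasone, 1.0 µM final; Technique: high-content fluorescence imaging after fixation; Times: 48 h induction, 1 h compound, 30 min dex at 37 °C; Read-out: per-cell GR-EGFP intensity, nucleus versus surrounding cytoplasmic ring, well-averaged.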
M1AAP inhibition: P. falciparum M1AAP inhibitors, biochemical, fluorogenic H-Leu-NHMec substrate, 1536-well (AID 1445) | recombinant M1AAP, H-Leu-NHMec fluorogenic kinetic assay; higher % means a stronger effect | one-dose inhibition, % at 30 µM; IC50 in µM for titrated hits | 220,000 compounds, 0.42% hits;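 active = primary inhibition above the hit cutoff, then over 50% inhibition at one or more dose response concentrations, cut at about 23% in these data, passing the limit was not always enough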;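 also: plate controls were DMSO full reaction for no effect and no enzyme background for full effect; strong numbers were not always called active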
Autophagy HCS: modulators of autophagy | MEF GFP-LC3 puncta imaging; test concentration mostly 10 µM | calls only at 10 µM (by protocol) | 190,000 compounds, 0.98% hits;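 active = percentage of spot-positive cells more than 3 SD above its plate mean, without a fluorescence outlier flag or 80% toxicity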;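 also: spot-positive cell cutoff set from DMSO-treated cells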
Dynein cargo inh cytoplasmic EGFP: second read-out of Dynein cargo inh, no call of its own (marks repeat the call); z-score; measured here: cytoplasmic GR-EGFP intensity; hits give high values
Dynein cargo inh nuclear GR-EGFP: further read-out of Dynein cargo inh, marked with its call; z-score; measured here: nuclear GR-EGFP intensity;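 lower value marks the stronger effect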
Dynein cargo inh cell count: further read-out of Dynein cargo inh, marked with its call; z-score; measured here: cell count per field
Insulin prom up cell count: also measured in Insulin prom up; calls as there; cell count; measured here: cytotoxicity, nuclei count;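 total cells summed across four imaged fields per well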
bCat nuc transl cell count 5 µM: also measured in bCat nuc transl; calls as there; cell count; measured here: cell count, cytotoxicity flag
MT stabilizer Hoechst-high %: also measured in MT stabilizer; calls as there; % Hoechst-high responders; measured here: nuclear condensation Hoechst responders;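 share of cells brighter than vehicle mean plus two SD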
MT stabilizer cytotoxicity %: further read-out of MT stabilizer, marked with its call; toxicity, %; measured here: cytotoxicity by cell density;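 0% = mean cell density of plate MIN control wells and 100% = no cells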
Autophagy HCS cell loss 18 h: recorded beside Autophagy HCS, whose call it bears; toxicity, %; measured here: cell loss, nuclei count;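 cell loss after 18 h compound exposure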
Starred values were filed as active, the others as inactive; i = inactive; . = not tested or not shown; [ ] = another dose, or the depositor's remark.

Fields – UTI89 phage lysis	P. falciparum M17LAP	CSM14.1 death rescue	bCat nuc transl	bCat nuc transl cell count 5 µM	Insulin prom up	Insulin prom up cell count	MT stabilizer	MT stabilizer Hoechst-high %	MT stabilizer cytotoxicity %	Dynein cargo inh	Dynein cargo inh cytoplasmic EGFP	Dynein cargo inh nuclear GR-EGFP	Dynein cargo inh cell count	M1AAP inhibition	Autophagy HCS	Autophagy HCS cell loss 18 h
CN(Cc1ccc2nonc2c1)Cc1nc(Cc2cccc(F)c2)no1
  -0.2%	-3%	2.7%	1.7	986	-0.63	1433	2.5	2.1	5.1	2.8	-0.12	1.1	-1.3	3%	i	16
CCn1c(=O)cc(SCC(=O)N2CCN(c3ccccc3OC)CC2)c2ccccc21
  2.5%	-3%	-1.6%	-1.5	1346	-0.21	1220	8.8	3.5	2.5	-0.27	-0.33	0.064	0.11	10%	i	-1
O=C(COC(=O)Cc1ccc(S(=O)(=O)N2CCOCC2)s1)NCc1ccccc1
  0.6%	-5%	-1.6%	0.2	1435	0.31	1550	1.4	1.0	3.5	0.22	-0.17	-0.13	-0.051	-4%	i	-10
CCOc1cc(C2NC(=O)NC(c3ccccc3)=C2C(=O)c2ccccc2)c(Br)cc1OCC(=O)O (stereo unspecified)
  0.6%	11%	0.1%	0.2	1514	.	.	0.6	0.6	7.6	0.044	-0.18	0.53	0.14	9%	i	-5
NC(=O)NC(Cc1ccccc1)C(=O)O (stereo unspecified)
  0.0%	-18%	1.9%	0.2	1198	1	1199	2.4	2.1	6.6	-0.94	-0.28	0.18	0.54	4%	i	23
O=c1cc(-c2c(F)c(F)c(F)c(F)c2F)oc2ccccc12
  0.2%	-10%	-1.1%	.	.	-0.72	814	1.8	1.6	5.0	-0.63	1.1	-0.042	-1.9	6%	i	-7
COc1ccc(N2CCN(Cc3cc(=O)oc4cc(-c5ccccc5)c(O)cc34)CC2)cc1
  0.8%	-15%	2.6%	-2.3	934	-0.18	938	5.7	3.1	6.7	-0.41	-0.27	-0.44	0.16	0%	i	7
COc1ccc(NC(=O)c2ccc(=O)oc2)cc1
  -1.4%	10%	3.1%	-0.9	681	-0.36	1477	1.7	0.7	5.4	-0.45	-0.16	-0.36	0.27	-1%	i	-3
COc1ccc(NC(=O)CC2C(=O)N(C)C(=S)N2CCc2ccc(F)cc2)cc1 (stereo unspecified)
  .	0%	.	0.6	1346	.	.	.	.	.	-0.57	-0.25	-0.25	0.066	5%	.	.
CC(C)C1Nc2c(O)cc(Cl)c([N+](=O)[O-])c2C2C=CCC21 (stereo unspecified)
  -0.1%	22%	5.0%	0.2	1540	-0.3	1148	4.3	2.5	1.0	0.47	-0.19	0.14	-0.47	31%	i	21
CC(C)CC1CCCCC1OC(=O)C[N+]1(C)CCCCC1 (stereo unspecified)
  3.9%	0%	1.0%	-2.9	1151	0.7	956	2.2	2.4	6.7	0.81	-0.13	0.32	-0.49	4%	i	-11
CC(C)c1ccc(CN(C(=O)C2COc3ccccc3O2)C2CCS(=O)(=O)C2)cc1 (stereo unspecified)
  1.0%	10%	1.8%	2.5	1402	-0.36	1564	4.3	1.8	5.5	0.97	0.087	-0.034	-1.9	2%	i	3
CCN(Cc1ccccc1)C(=O)C1CCN(Cc2ccc(OC)c(OC)c2OC)CC1
  -0.1%	19%	-4.7%	-1.5	1178	-1.1	1217	1.7	1.2	4.9	-0.42	-0.18	-0.25	0.21	1%	i	-4
O=C(COC(=O)c1cc[n+]([O-])cc1)Nc1ccc(F)c([N+](=O)[O-])c1
  1.7%	7%	-2.9%	.	.	-0.76	1215	4.2	3.4	2.8	-0.89	-0.17	0.18	0.41	3%	i	13
COCCn1c(Cc2ccccc2)nnc1SCC(=O)Nc1cc(C)on1
  -0.1%	5%	-0.2%	-4.0	1119	0.32	1980	7.8	0.8	0.7	1.6	-0.13	0.84	-0.65	2%	i	-1
Cc1cccn2c(Nc3ccccc3)c(-c3ccccn3)nc12
  3.7%[50 µM]	38%	-1.3%	-1.7	1150	-1.7	918	2.9	2.5	9.9	-1.9	0.22	-0.89	1.2	22%	i	-7
Cc1ccn2c(=O)c(C(=O)O)cnc2c1
  -0.4%	-42%	.	-0.2	1013	0.24	1350	.	.	.	0.1	-0.24	-0.0084	-0.068	11%	.	.
CC(C)=CCCC(C)CN1CCC(N2CCC(C(=O)N3CCOCC3)CC2)CC1 (stereo unspecified)
  0.0%	-3%	1.6%	0.4	993	-1.2	1517	1.2	1.5	0.1	0.061	-0.18	0.076	0.43	1%	i	20
Cc1cc(C)n(CC(O)Cn2c(C)c(C)c3ccccc32)n1 (stereo unspecified)
  -0.7%	16%	-2.2%	0.2	1167	0.63	963	1.0	1.2	11	0.27	-0.14	0.28	0.19	-5%	i	-12
CCn1nccc1C(=O)NC1=C(C#N)CCC1
  0.2%	1%	.	0.2	1079	0.3	953	1.9	2.2	6.4	-0.68	-0.26	-0.15	0.56	4%	i	5

Record cards, from the list above. Order of screens: UTI89 phage lysis	P. falciparum M17LAP	CSM14.1 death rescue	bCat nuc transl	bCat nuc transl cell count 5 µM	Insulin prom up	Insulin prom up cell count	MT stabilizer	MT stabilizer Hoechst-high %	MT stabilizer cytotoxicity %	Dynein cargo inh	Dynein cargo inh cytoplasmic EGFP	Dynein cargo inh nuclear GR-EGFP	Dynein cargo inh cell count	M1AAP inhibition	Autophagy HCS	Autophagy HCS cell loss 18 h
Results for COCCn1c(Cc2ccccc2)nnc1SCC(=O)Nc1cc(C)on1 = -0.1%	5%	-0.2%	-4.0	1119	0.32	1980	7.8	0.8	0.7	1.6	-0.13	0.84	-0.65	2%	i	-1
Results for CC(C)c1ccc(CN(C(=O)C2COc3ccccc3O2)C2CCS(=O)(=O)C2)cc1 (stereo unspecified) = 1.0%	10%	1.8%	2.5	1402	-0.36	1564	4.3	1.8	5.5	0.97	0.087	-0.034	-1.9	2%	i	3
Results for CCN(Cc1ccccc1)C(=O)C1CCN(Cc2ccc(OC)c(OC)c2OC)CC1 = -0.1%	19%	-4.7%	-1.5	1178	-1.1	1217	1.7	1.2	4.9	-0.42	-0.18	-0.25	0.21	1%	i	-4

More results follow.
Fields – UTI89 phage lysis	P. falciparum M17LAP	CSM14.1 death rescue	bCat nuc transl	bCat nuc transl cell count 5 µM	Insulin prom up	Insulin prom up cell count	MT stabilizer	MT stabilizer Hoechst-high %	MT stabilizer cytotoxicity %	Dynein cargo inh	Dynein cargo inh cytoplasmic EGFP	Dynein cargo inh nuclear GR-EGFP	Dynein cargo inh cell count	M1AAP inhibition	Autophagy HCS	Autophagy HCS cell loss 18 h
CCOC(=O)C1=C(CSc2nnnn2C)N(C)C(=O)NC1c1ccccc1 (stereo unspecified)
  0.0%	16%	1.3%	-2.9	1299	.	.	1.3	1.4	6.7	0.67	-0.36	0.42	-1.4	-8%	i	-2
CC(=O)c1cc(-c2ccccc2)[nH]c1N1CCCC1
  1.5%	22%	1.3%	.	.	-0.11	1333	1.2	1.8	7.6	-1.9	0.11	-0.92	0.058	3%	i	0
N#CCCn1cc(/C=N/NC(N)=S)c(-c2ccc(Br)cc2)n1
  -0.4%	6%	-0.4%	-0.4	1066	0.63	1158	1.4	3.1	7.4	-0.73	-0.26	-0.45	0.79	3%	i	-1
O=S(=O)(c1cccs1)N1CN(C2CCCCC2)c2nc3ccccc3nc21
  2.0%[50 µM]	-9%	.	-0.3	1316	-0.15	1173	.	.	.	0.049	-0.24	-0.059	0.36	0%	.	.
Cc1cc(-c2nc(C)c(-c3nnc(SCC(=O)Nc4cc(Cl)cc(Cl)c4)n3C)s2)no1
  0.3%	12%	.	-0.7	1260	-0.1	1103	.	.	.	-1.1	-0.21	-0.47	0.74	7%	.	.
CC(C)CN(C(=O)CN1CCN(S(=O)(=O)c2ccc3ccccc3c2)CC1)c1c(N)n(CC(C)C)c(=O)[nH]c1=O
  1.4%[50 µM]	0%	-3.8%	-2.2	644	-0.05	1260	1.4	2.7	6.6	-0.81	-0.27	-0.49	0.28	5%	i	2
N#Cc1c(NC(=O)CSc2nc(N)cc(=O)[nH]2)sc2c1CCCC2
  -0.5%	23%	-0.4%	2.4	901	0.95	1583	2.4	2.0	11	1.3	-0.33	0.76	-0.4	12%	i	-2
O=C(Nc1ccc(OC(F)(F)F)cc1)c1ccc2nccnc2c1
  2.5%	-2%	-0.2%	0.3	859	0.81	1626	3.8	1.3	9.4	-0.29	-0.33	-0.27	0.08	12%	i	7
CCOC(=O)c1ccc(NC(=O)c2nc[nH]c2C(=O)NCc2ccccc2)cc1
  3.0%	-10%	.	0.1	1355	-1.3	994	.	.	.	0.12	-0.68	0.13	-0.3	-5%	.	.
